HPDE-C7K KRASV12: cytotoxicity in KRAS-transformed pancreatic duct cells, primary screen, cell-based, fluorescence, HTS (AID 431) | cytotoxicity, % at 10 µM, or EC50 in µM where a hit was titrated | HPDE-C7K KRASV12 cells, Alamar Blue viability, 48 h; higher % means a stronger effect | actives 1.7% (n = 63,000);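 active means compounds whose percent cytotoxicity in the single-dose primary screen, scaled between solvent and toxic-drug controls, exceeds 50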;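 further: 0% = DMSO solvent wells and 100% = doxorubicin-treated wells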
LYP inhibition: LYP phosphatase inhibitors, primary screen, biochemical, DiFMUP fluorescence, recombinant catalytic domain, 10 µM (AID 606) | Tyrosine-protein phosphatase non-receptor type 22 (Homo sapiens) | 52,000 tested, under 10 active | recombinant LYP catalytic domain, DiFMUP fluorescence; higher % means a stronger effect | inhibition, % at 10 µM; hits with a dose series show IC50 in µM;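 active means IC50 under 40 µM in the dose-response test; inactive means IC50 of 40 µM or more, or never dose-tested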
DPM-DC inhibit: S. pneumoniae DPM-DC inhibitors, primary screen, biochemical, PK/LDH-coupled NADH fluorescence | purified DPM-DC | calls only at 10 µM | actives 0.49% (n = 65,000) | AID 556, 2006;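 active means the 320 compounds with the highest percent inhibition in the single-dose primary screen, excluding strongly autofluorescent ones, cut at about 32% in these data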;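 further: kinetic rate of NADH fluorescence loss reporting ADP formed by the decarboxylase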
Bfl-1 displacement: Bfl-1 inhibitors, primary screen, biochemical, fluorescence polarization, FITC-Bid, mouse (AID 432); FITC-Bid BH3 peptide fluorescence polarization displacement; higher % means a stronger effect; displacement, % at 20 µM, or IC50 in µM where a hit was titrated; actives 0.02% (n = 64,000); in the data active means a potency from the dose series; inactive means the rest, 99 in 100 with displacement below about 15%; further: strong numbers were not always called active
MK inhibit: S. pneumoniae MK inhibitors, primary screen, biochemical, PK/LDH-coupled NADH absorbance. mevalonate kinase [Streptococcus pneumoniae D39]. purified MK, PK/LDH-coupled NADH absorbance 340 nm. inhibition, % at 10 µM. actives 0.48% (n = 65,000);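 active means ranked among the strongest by inhibition in the single 10 µM screen, a fixed top-ranked set picked for dose follow-up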; further: no value below 0 was filed
Spn PMK inh: S. pneumoniae PMK inhibitors, primary screen, biochemical, mevalonate pathway, pilot trial included; phosphomevalonate kinase (Streptococcus pneumoniae D39); purified PMK, PK/LDH-coupled NADH absorbance 340 nm; inhibition, % at 10 µM; actives 0.49% (n = 65,000);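 active means top-ranked compounds by inhibition in the single 10 µM screen, taking a fixed number of the strongest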;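 further: 0% = full reaction with DMSO carrier and 100% = background rate without enzyme reaction; no value below 0 was filed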
HPDE-C7 cytotoxicity: cytotoxicity in HPDE-C7 cells, cell-based, fluorescence, HTS (AID 430) | HPDE-C7 pancreatic duct cells viability, fluorescence; higher % means a stronger effect | one-dose cytotoxicity, % at 10 µM; EC50 in µM for titrated hits | actives 1.8% (n = 63,000);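 further: cells exposed to compound for 48 hours before viability readout; 0% = vehicle and 100% = reference cytotoxic drug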
Alkaline phosphatase: human TNAP enzyme inhibitors, biochemical, luminescent (AID 518); Alkaline phosphatase, tissue-nonspecific isozyme (Homo sapiens); purified TNAP enzyme, luminescent substrate readout; higher % means a stronger effect; inhibition, % at 20 µM; hits with a dose series show IC50 in µM; actives 0.09% (n = 64,000); in the data active means a potency from the dose series; inactive means the rest, 99 in 100 with inhibition below about 22%;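 further: plate controls were vehicle for no effect and reference inhibitor for full effect; many of its hits are not listed in these tables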
HT1080 cytotoxicity: cytotoxicity in HT1080 fibrosarcoma cells, cell-based, fluorescence readout (AID 620) | HT1080 viability, fluorescence; higher % means a stronger effect | one-dose cytotoxicity, % at 10 µM; EC50 in µM for titrated hits | actives 0.42% (n = 87,000);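 further: cells exposed to compound overnight then 4 h with Alamar Blue; 0% = vehicle DMSO and 100% = killing control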
Spn PMK inh pilot replicates: second read-out of Spn PMK inh, no call of its own (marks repeat the call); inhibition, %; measured here: pilot screen replicates
MK inhibit pilot replicates: also measured in MK inhibit; calls as there; inhibition, %; measured here: pilot screen replicates
DPM-DC inhibit pilot screen %: second read-out of DPM-DC inhibit, no call of its own (marks repeat the call); inhibition, %; measured here: pilot screen trials
* hit, by the source's call; i = inactive; nt = no result given. Unless noted, no stated cut-off is given here; in the data, active means cytotoxicity above about 50%; inactive means the rest.

SMILES	HPDE-C7K KRASV12	LYP inhibition	DPM-DC inhibit	Bfl-1 displacement	MK inhibit	Spn PMK inh	HPDE-C7 cytotoxicity	Alkaline phosphatase	HT1080 cytotoxicity	others
O=C(NCc1ccccc1)c1ccc(/C=N/O)nc1	-1.6%	-5.8%	i	-5.8%	3.0	12.0	-0.2%	2.1%	4.4%
COc1ccc(N2CCN(c3nc4c(c(=O)[nH]c(=O)n4C)n3Cc3cccc(C)c3)CC2)cc1	-5.5%	1.7%	i	7.6%	9.0	8.0	-7.6%	-0.4%	6.5%
COc1ccc(CCNC(=O)CCS(=O)(=O)c2cccc3nsnc23)cc1OC	-2.7%	14.0%	i	1.1%	3.0	11.0	-5.7%	0.0%	0.5%
O=S(=O)(Cc1ccccc1)N1CCc2ccccc21	11.6%	-22.5%	i	-95.5%	5.0	0.0	5.6%	14.7%	8.3%
c1ccc(Cc2nn3c(-c4ccncc4)nnc3s2)cc1	-12.0%	5.2%	i	-6.5%	3.0	0.0	-1.3%	10.1%	1.0%
CC(=O)N1CCc2cc(Br)cc(S(=O)(=O)NCCCN3CCCC(C)C3)c21 (configuration not stated)	1.3%	8.7%	i	-1.9%	8.0	14.0	-8.3%	16.0%	-5.1%	Spn PMK inh pilot replicates=0.0;MK inhibit pilot replicates=0.0;DPM-DC inhibit pilot screen %=0.0
O=C(c1ccc(S(=O)(=O)N2CCOCC2)cc1)N(Cc1ccco1)Cc1cccs1	-2.4%	nt	i	-5.8%	0.0	14.0	3.4%	8.1%	3.1%
CCn1nc(NC(=O)c2ccncc2)c2cc3ccccc3nc21	1.6%	-10.8%	i	-5.9%	8.0	0.0	-8.8%	13.1%	0.7%
CCSc1nnc(NC(=O)C(C)C)s1	-0.4%	7.1%	i	0.1%	3.0	2.0	-8.1%	9.9%	nt
CCN(CC)c1ccc(-c2nn3c(-c4cccnc4)nnc3s2)cc1	56.4%*	nt	nt	-1.2%	0.0	15.0	43.2%	14.5%	2.9%	Spn PMK inh pilot replicates=6.0;MK inhibit pilot replicates=1.0
CN(C)c1cccc(N=C2C=C(N3CCOCC3)CC(C)(C)C2)c1	-1.5%	1.4%	i	13.3%	5.0	9.0	-1.5%	11.7%	-0.9%	Spn PMK inh pilot replicates=0.0;MK inhibit pilot replicates=1.0;DPM-DC inhibit pilot screen %=2.5
CCOC(=O)N1CCN(C(=O)Nc2ccc3nc(C)c(C)nc3c2)CC1	10.1%	0.8%	nt	-1.7%	8.0	5.0	10.7%	4.1%	20.2%
COC(=O)c1ccc(CSc2ncnc3c2sc2nc(N4CCOCC4)c4c(c23)CCCC4)o1	1.4%	3.0%	nt	-9.6%	0.0	0.0	5.8%	5.0%	-2.7%
COc1ccc(C(=O)CSc2cc(C)nc3nc(C)nn23)cc1OC	nt	-3.1%	i	-4.9%	8.0	7.0	nt	3.8%	9.1%
CCc1ccc2nc3c(c(C(=O)O)c2c1)CCC3	-6.4%	7.3%	i	-1.3%	6.0	16.0	-3.6%	13.9%	10.3%
Cc1nc2ccccc2n1S(=O)(=O)c1ccc(S(=O)(=O)N2CCCCCC2)cc1	-4.1%	nt	i	4.3%	4.0	14.0	-18.0%	12.7%	-18.9%
Oc1ccccc1Nc1ncnc2c1oc1ccccc12	7.8%	7.9%	i	-2.4%	3.0	4.0	3.1%	6.1%	3.4%
Cc1cccc(N(CC(N)=O)C2SC(=O)N(c3ccccc3)C2=O)c1 (configuration not stated)	-9.5%	nt	i	-0.7%	0.0	16.0	-5.6%	7.1%	-9.1%
CCOC(=O)N1CCN(c2ncnc3c2oc2nc(C(C)C)c4c(c23)CCC4)CC1	22.8%	8.0%	i	-12.3%	5.0	0.0	18.0%	6.3%	-10.9%
NC(=O)c1ccsc1NC(=O)COC(=O)Cc1ccsc1	8.7%	-3.4%	i	8.5%	0.0	9.0	12.5%	22.4%	20.5%	Spn PMK inh pilot replicates=4.0;MK inhibit pilot replicates=0.0;DPM-DC inhibit pilot screen %=1.5
c1ccc(Nc2ccccc2Nc2ccccn2)nc1	-10.1%	5.8%	i	22.5%	13.0	0.0	-35.9%	17.9%	0.4%	Spn PMK inh pilot replicates=0.5;MK inhibit pilot replicates=1.5;DPM-DC inhibit pilot screen %=1.5
COc1ccc(CSc2nc(C)cc(=O)[nH]2)cc1Br	3.4%	-10.7%	i	-4.3%	11.0	8.0	2.7%	8.2%	-7.5%
COC(=O)c1cc(NC(=O)CC2NCCNC2=O)cc(C(=O)OC)c1 (configuration not stated)	-13.3%	0.4%	i	-3.6%	10.0	4.0	0.9%	1.5%	20.9%
COc1ccccc1N(C(=O)CNS(=O)(=O)c1ccccc1)C(C(=O)NCc1ccco1)C(C)C (configuration not stated)	2.5%	nt	i	3.0%	11.0	8.0	1.9%	3.4%	-15.6%

Four structures from above, sorted by heavy-atom count, largest number first:
SMILES	HPDE-C7K KRASV12	LYP inhibition	DPM-DC inhibit	Bfl-1 displacement	MK inhibit	Spn PMK inh	HPDE-C7 cytotoxicity	Alkaline phosphatase	HT1080 cytotoxicity	others
CCOC(=O)N1CCN(c2ncnc3c2oc2nc(C(C)C)c4c(c23)CCC4)CC1	22.8%	8.0%	i	-12.3%	5.0	0.0	18.0%	6.3%	-10.9%
Cc1nc2ccccc2n1S(=O)(=O)c1ccc(S(=O)(=O)N2CCCCCC2)cc1	-4.1%	nt	i	4.3%	4.0	14.0	-18.0%	12.7%	-18.9%
Cc1cccc(N(CC(N)=O)C2SC(=O)N(c3ccccc3)C2=O)c1 (configuration not stated)	-9.5%	nt	i	-0.7%	0.0	16.0	-5.6%	7.1%	-9.1%
COc1ccc(CSc2nc(C)cc(=O)[nH]2)cc1Br	3.4%	-10.7%	i	-4.3%	11.0	8.0	2.7%	8.2%	-7.5%

(cont.)
SMILES	HPDE-C7K KRASV12	LYP inhibition	DPM-DC inhibit	Bfl-1 displacement	MK inhibit	Spn PMK inh	HPDE-C7 cytotoxicity	Alkaline phosphatase	HT1080 cytotoxicity	others
CC1=C(C(N)=O)C(c2cccnc2)n2nc(SCc3ccccc3Cl)nc2N1 (configuration not stated)	10.6%	nt	i	2.8%	13.0	0.0	9.7%	12.6%	-3.0%	Spn PMK inh pilot replicates=1.5;MK inhibit pilot replicates=0.0;DPM-DC inhibit pilot screen %=0.0
Cc1cc(OCCCn2ccnc2)cc(C)c1Cl	7.0%	17.0%	i	-6.1%	0.0	1.0	4.4%	0.8%	-11.5%
Cn1ccnc1SCC(=O)Nc1ccc2ccccc2c1	14.8%	10.1%	i	2.1%	6.0	0.0	6.9%	8.9%	14.8%	Spn PMK inh pilot replicates=0.0;MK inhibit pilot replicates=0.0;DPM-DC inhibit pilot screen %=0.0
Cc1cc(C)n(-c2nc3c(c(=O)[nH]c(=O)n3C)n2Cc2cccc(Br)c2)n1	7.1%	4.0%	i	-7.3%	8.0	13.0	-7.2%	20.4%	0.1%
CCOC(=O)N1CCN(C(=O)CN(c2cccc(C(F)(F)F)c2)S(C)(=O)=O)CC1	-10.5%	2.0%	i	-3.1%	3.0	1.0	-18.4%	6.7%	13.6%
O=C(CN1C(=O)C2CC=C(Cl)CC2C1=O)NCc1ccccc1 (configuration not stated)	-1.6%	11.0%	i	3.4%	10.0	0.0	13.1%	10.9%	1.1%
Cc1cc(Nc2ccccc2)n(C(=O)c2ccc(N)cc2)n1	nt	nt	i	nt	8.0	6.0	nt	nt	-4.2%
Cc1csc(NC(=O)CSc2ncnc3c2cnn3-c2ccccc2Cl)n1	31.8%	-1.5%	i	-1.0%	0.0	11.0	19.7%	4.7%	8.1%
COc1ccc(Cn2nnnc2C(c2ccccc2OC)N2CCC(C(N)=O)CC2)cc1 (configuration not stated)	0.7%	8.6%	i	-4.5%	12.0	11.0	-4.4%	13.1%	14.2%	Spn PMK inh pilot replicates=1.0;MK inhibit pilot replicates=0.0;DPM-DC inhibit pilot screen %=1.0
COC(=O)C(CC(=O)Nc1cc(C)ccc1C)Nc1ccccc1OC (configuration not stated)	-9.0%	nt	i	-0.1%	0.0	22.0	-14.6%	14.6%	10.9%
O=c1nc2n(c3c1oc1ccccc13)Cc1ccccc1-2	3.7%	4.0%	i	-18.1%	0.0	20.0	1.0%	15.0%	3.4%
CC1(NC(=O)C23CC4CC(CC(C4)C2)C3)CCS(=O)(=O)C1 (configuration not stated)	1.9%	nt	i	-6.3%	4.0	7.0	-12.8%	10.0%	1.3%
Cn1c(C2=C(O)CN(c3ccc4c(c3)OCCO4)C2=N)nc2ccccc21	-2.3%	nt	i	-13.3%	10.0	9.0	8.6%	-1.1%	21.1%
c1ccc(-n2ncc(-c3nn[nH]n3)n2)cc1	1.2%	6.2%	i	7.4%	8.0	0.0	-6.5%	6.5%	-6.8%
Cc1c(-c2ccccc2)c(P(=O)(N2CCOCC2)N2CCOCC2)c2ccccn12	-4.4%	13.1%	nt	8.5%	0.0	12.0	-4.0%	2.7%	20.3%
O=C(NCc1cccnc1)C1c2ccccc2C(=O)N1C1CCCCCC1 (configuration not stated)	-12.9%	4.6%	i	-8.6%	0.0	13.0	-2.6%	5.0%	5.0%
N/C(=N\c1nc2ccccc2o1)NC(=O)C(Cc1ccccc1)N1C(=O)c2ccccc2C1=O (configuration not stated)	28.0%	5.0%	i	-12.8%	0.0	0.0	11.3%	4.5%	-2.7%
C=CCN=C(NC#N)SCCc1ccccc1	-12.4%	9.7%	i	-8.4%	5.0	2.0	-4.6%	10.5%	-4.6%
Cc1nc(SCC(=O)Nc2ccccc2C(F)(F)F)c2c(=O)n(C)c(=O)n(C)c2n1	11.3%	7.2%	i	4.9%	0.0	8.0	0.7%	17.6%	4.7%	Spn PMK inh pilot replicates=0.5;MK inhibit pilot replicates=0.0;DPM-DC inhibit pilot screen %=0.0
O=C(c1ccccc1)c1cc2ccccc2o1	-7.2%	nt	i	-2.8%	9.0	3.0	-10.7%	19.4%	-1.7%
Cc1nc(NCC2CCCO2)c2oc3ccccc3c2n1 (configuration not stated)	6.5%	nt	nt	5.2%	nt	nt	-0.6%	6.9%	-1.0%
O=C(NCc1ccc(F)cc1)C1CCC(=O)N1CCc1ccccc1 (configuration not stated)	-6.5%	2.4%	i	-2.5%	8.0	9.0	-12.9%	2.6%	-5.4%
CCOc1ccc2nc(NC(=O)CSC3=NCCS3)sc2c1	-0.9%	-3.8%	i	-3.7%	0.0	11.0	-5.5%	17.4%	-7.6%
CC(C)(C)S(=O)(=O)c1ccccc1C(=O)O	nt	12.6%	i	-4.2%	8.0	11.0	nt	6.4%	7.9%

From PubChem
